SRC1 inh = inhibits human SRC1 coactivator. HEK293 GAL4-SRC1 luciferase reporter, luminescence. inhibition, % at 3.6 µM. 0.12% of 360,000 active. AID 588354;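 active means inhibition above the campaign mean plus 3 SD, with each screening campaign given its own cutoff, cut at about 60% in these data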;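 further: 0% = DMSO treated cells and 100% = gossypol at 36 µM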
C8 TRAIL sens = sensitizes caspase-8 expressing cells to TRAIL. NB7+C8 cells + TRAIL, ATPlite viability luminescence. inhibition (viability loss, TRAIL sensitization), % at 10 µM. 1% of 360,000 active;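 active means compounds causing at least 50% loss of cell viability in the single-dose screen, relative to plate controls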
TWEAK Fn14 block = TWEAK-Fn14 signaling inhibition; TWEAK-stimulated Fn14 reporter cells, luciferase luminescence, 8 h; inhibition, % at 10 µM; 2% of 360,000 active; AID 1159606; in the data active means inhibition above about 50%
NCOA3 inh = inhibits human SRC3 coactivator; Q9Y6Q9; HEK293 GAL4-SRC3 luciferase reporter, luminescence; inhibition, % at 3.6 µM; 0.17% of 360,000 active; AID 588352;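 active means inhibition above a per-campaign cutoff, the mean of all compounds plus 3 SD, cut at about 60% in these data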;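 further: 0% = DMSO-treated cells and 100% = gossypol-treated cells at 36 µM; higher means less SRC3-driven luciferase light from the GAL4 reporter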
LMP1 NFkB inh = reduces LMP1-driven NF-kappaB luciferase signal; LMP1-induced NF-kappaB luciferase reporter cells, luminescence; inhibition, % at 12.5 µM; 0.69% of 350,000 active; in the data active means inhibition above about 41%;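 further: 0% = neutral control wells and 100% = reference inhibitor control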
LRH-1 inv ag = suppresses constitutive activity of human LRH-1. O00482. HEK293T StAR-luciferase reporter, LRH-1 transfected, 24 h. inhibition, % at 3.6 µM. 0.13% of 360,000 active. AID 602396;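 active means inhibition above the mean inhibition of all tested compounds plus 3 SD, cut at about 73% in these data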;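 further: 0% = DMSO wells and 100% = reporter-only cells lacking LRH-1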
Target sequence (O00482 whole entry, looked up): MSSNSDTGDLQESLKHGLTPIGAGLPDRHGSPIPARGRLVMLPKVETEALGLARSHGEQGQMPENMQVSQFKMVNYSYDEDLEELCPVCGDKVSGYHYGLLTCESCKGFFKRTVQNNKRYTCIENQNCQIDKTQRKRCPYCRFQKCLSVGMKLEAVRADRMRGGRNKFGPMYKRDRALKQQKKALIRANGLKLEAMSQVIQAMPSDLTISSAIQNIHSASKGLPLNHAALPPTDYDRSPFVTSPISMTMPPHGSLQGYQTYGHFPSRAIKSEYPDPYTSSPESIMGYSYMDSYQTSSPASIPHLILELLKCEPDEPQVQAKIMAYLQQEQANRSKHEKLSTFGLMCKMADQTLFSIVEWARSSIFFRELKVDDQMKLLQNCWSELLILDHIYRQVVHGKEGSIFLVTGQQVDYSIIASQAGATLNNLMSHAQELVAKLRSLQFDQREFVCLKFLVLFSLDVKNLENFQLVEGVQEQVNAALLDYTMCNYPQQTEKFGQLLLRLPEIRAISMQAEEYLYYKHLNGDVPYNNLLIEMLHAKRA
CF NFkB block = inhibitors of cystic fibrosis induced NF-kB; KKLEB NF-kB-GFP reporter, PAF-induced, GFP fluorescence overnight; inhibition, % at 5 µM; 0.86% of 360,000 active; AID 588850;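 active means at least 50% inhibition at 5 µM, scaled per plate between neutral and stimulator controls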;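 further: PAF is a Pseudomonas aeruginosa culture filtrate used as stimulus; plate controls were PAF-stimulated DMSO wells for no effect and unstimulated DMSO wells for full effect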
KKLEB tox = CF airway cell cytotoxicity counter-screen; KKLEB CF airway cells viability, ATPlite luminescence, overnight; stronger effect = lower value; cells stimulated with P. aeruginosa culture filtrate; activity change (cytotoxicity), % at 5 µM; 0.36% of 360,000 active;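 active means corrected activity change at or below -50% at 5 µM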
COUP-TFII inh = inhibitors of human COUP-TFII (NR2F2); inhibition, % at 8.6 µM; 0.7% of 370,000 active; P24468; AID 686940; HEK293T NGFI-A luciferase reporter, luminescence;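 active means inhibition above a per-plate cutoff, mean inhibition of test wells between control levels plus 3 SD, cut at about 38% in these data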;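 further: cells cotransfected with COUP-TFII expression vector driving the NGFI-A reporter; 0% = median of COUP-TF2 test wells and 100% = reporter-only cells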
Target sequence (P24468 whole entry, looked up): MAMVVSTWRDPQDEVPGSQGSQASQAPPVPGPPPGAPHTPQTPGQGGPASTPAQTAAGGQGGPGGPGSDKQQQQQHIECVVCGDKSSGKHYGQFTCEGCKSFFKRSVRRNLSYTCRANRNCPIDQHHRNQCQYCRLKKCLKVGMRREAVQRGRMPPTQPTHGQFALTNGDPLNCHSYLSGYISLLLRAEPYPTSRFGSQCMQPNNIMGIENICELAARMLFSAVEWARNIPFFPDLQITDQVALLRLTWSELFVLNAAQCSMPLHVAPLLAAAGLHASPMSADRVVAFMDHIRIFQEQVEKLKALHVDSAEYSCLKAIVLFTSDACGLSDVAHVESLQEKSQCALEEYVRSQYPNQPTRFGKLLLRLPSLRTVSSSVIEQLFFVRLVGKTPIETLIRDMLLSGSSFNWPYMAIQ
Shn3 inh set2 = reduces Shn3 3'UTR luciferase signal in osteoblasts; inhibition, % at 12.5 µM; 0.52% of 360,000 active; AID 588674; Clone20 osteoblast Shn3 3'UTR firefly luciferase, 24 h;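 active means mean inhibition of at least 75% with every replicate also reaching 75%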;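 further: 0% = median of neutral control wells and 100% = pilot-screen positive control compound; some compounds past the cut are filed as inactive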
TROY signal inh = inhibitors of TROY-dependent NF-kB signaling; Q293 LMP1-TROYcd NF-kB luciferase reporter, 4 h; inhibition, % at 10 µM; 0.98% of 360,000 active;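 active means compounds whose plate-normalised and pattern-corrected inhibition of the luciferase reporter signal at the single screening dose is 50% or more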
Active calls of the source: *; · = no result given; & = joins results of further samples; ! = repeats disagree. Not all compounds are listed; rates above refer to the full screens.

SMILES	SRC1 inh	C8 TRAIL sens	TWEAK Fn14 block	NCOA3 inh	LMP1 NFkB inh	LRH-1 inv ag	CF NFkB block	KKLEB tox	COUP-TFII inh	Shn3 inh set2	TROY signal inh
COc1ccc(OC)c(C2=Nn3c(nnc3C3CCCCC3)SC2)c1	3	9	-14	11	14	34	16	-6	6	42	22
CN(Cc1ccccc1)C(=O)[C@@H]1CCCN1C(=O)[C@@H]1CCCN1C(=O)c1ccccc1	·	-6	7	·	·	21	·	·	10	·	1
COc1ccccc1-n1nnnc1SCC(=O)Nc1oc(C)c2c(C)n[nH]c(=O)c12	-3	19	3	-5	-8	-2	-9	5	-2	6	-9
COc1cc(OC)cc(-c2cc3cc4c(cc3cn2)OCO4)c1	-68	72*	21	-97	-3	-81	42	-38	·	-26	-62
CCOc1cc(N2CCOCC2)c(OCC)cc1NC(=O)[C@H](C)N1C(=O)C2CC=CCC2C1=O (stereo partly specified)	8	-10	-1	6	8	9	4	-2	-33	4	5
CC1C(=O)N(Cc2cn(Cc3ccco3)nn2)CCS(=O)(=O)N1Cc1ccc(-c2cccc(CO)c2)cc1 (stereo unspecified)	-4	3	-33	-10	5	-14	3	2	4	-4	15
COc1cccc2cc(-c3nnc(SCC(=O)NCc4ccccc4)n3C)oc12	-1	-12	-19	14	-1	22	1	9	10	32	-10
CC1(C)OC(=O)C2=C(C[C@@H](CCc3ccccc3)O[C@@H]2c2ccc(F)cc2)O1	·	-6	13	·	·	27	·	·	7	·	4
Cc1nn(Cc2ccc(Cl)cc2Cl)c(C)c1NC(=O)NC12CC3CC(CC(C3)C1)C2	0	-15	17	-5	14	8	-14	-4	6	6	21
COc1ccccc1C(=O)Nc1nc2ccccc2[nH]1	84*	96*	107*	80*	88*	84*	-6	-74*	98*	91*	89*
O=C(CN1CCOCC1)Nc1nc2ccc(F)cc2s1	-29	-6	1	-50	-7	-62	9	-2	-18	-15	-30
COc1ccc(CC(=O)N(C)Cc2ccc(Cl)cc2)cc1S(=O)(=O)N1CCOCC1	0	-4	-10	-5	3	-9	-1	-4	-5	1	-15
Cc1cc(C(=O)Nc2ccc(Cl)cc2)on1	6	2	-9	4	-11	-12	16	-4	-2	15	-40
Cc1ccc(NC(=S)N2CCN(c3ncccn3)CC2)c(C)c1	12	3	-17	-3	6	1	5	-2	16	11	-4
COc1ccccc1N1CCN(C(=O)C(=O)c2c[nH]c3ccccc23)CC1	-51	-3	8	-17	0	4	-9	14	-20	1	-4
NNC(=O)CN1CCCc2ccccc21	-9	0	69*	-7	-28	-24	7	-14	5	-43	71*
CCCN(CCC)S(=O)(=O)c1ccc(C(=O)N2CC3CCC(CC3)C2)cc1	1	17	-7	21	2	17	-4	1	12	6	6
COc1cccc(N2CCN(CC(=O)c3c(C)[nH]c4ccccc34)CC2)c1	14	-2	1	13	8	9	6	-9	·	17	-29
CC(C(=O)OCC(=O)c1cccc([N+](=O)[O-])c1)N1C(=O)C2C3CCC(C3)C2C1=O (stereo unspecified)	8	5	3	3	12	0	14	-4	10	17	18
CC(=O)[C@@H]1[C@@H](C(=O)c2ccccc2)[C@]2(C(=O)Nc3ccccc32)[C@H]2C=Cc3cc(F)ccc3N12	-10	-7	42	3	1	-5	-6	0	3	-3	-15
CSc1ncccc1C(=O)OCC(=O)NC1CCC(C)CC1 (stereo unspecified)	4	-7	-11	-27	-7	-4	21	3	0	3	8
Cc1ccc(S(=O)(=O)N(CCCN2CCCC2=O)Cc2cc3c(C)ccc(C)c3[nH]c2=O)cc1	3	-2	3	17	7	-6	-4	12	9	12	-14
Cc1cc(N2C(=O)C(O)=C(C(=O)c3cc4ccccc4o3)C2c2ccc([N+](=O)[O-])cc2)no1 (stereo unspecified)	-8	-6	-17	5	-35	8	22	-7	8	-17	-24
COc1ccc(S(=O)(=O)N2CCN(C)CC2)cc1C(=O)Nc1ccccc1	-8	0	6	6	-1	6	14	-1	19	-15	16
CN1CCN(Cc2nc3ccccc3c(=O)n2Cc2nc(-c3ccc4ccccc4c3)cs2)CC1	-3&-4	77*!	-121&-129	4&20	6&12	12&8	4&26	-45&-10	7&7	93*!	41&38

Arranged by count of non-hydrogen atoms (largest number first): 3 of the compounds above
SMILES	SRC1 inh	C8 TRAIL sens	TWEAK Fn14 block	NCOA3 inh	LMP1 NFkB inh	LRH-1 inv ag	CF NFkB block	KKLEB tox	COUP-TFII inh	Shn3 inh set2	TROY signal inh
CC(=O)[C@@H]1[C@@H](C(=O)c2ccccc2)[C@]2(C(=O)Nc3ccccc32)[C@H]2C=Cc3cc(F)ccc3N12	-10	-7	42	3	1	-5	-6	0	3	-3	-15
CN(Cc1ccccc1)C(=O)[C@@H]1CCCN1C(=O)[C@@H]1CCCN1C(=O)c1ccccc1	·	-6	7	·	·	21	·	·	10	·	1
COc1ccc(S(=O)(=O)N2CCN(C)CC2)cc1C(=O)Nc1ccccc1	-8	0	6	6	-1	6	14	-1	19	-15	16

Carrying on:
SMILES	SRC1 inh	C8 TRAIL sens	TWEAK Fn14 block	NCOA3 inh	LMP1 NFkB inh	LRH-1 inv ag	CF NFkB block	KKLEB tox	COUP-TFII inh	Shn3 inh set2	TROY signal inh
COc1cc(NC(=O)C2(C)CCN2C(=O)C(C)C)cc(OC)c1OC (stereo unspecified)	-12	-7	1	14	·	16	-10	-1	-9	11	1
CN(C)C(=O)COn1c(SCC(=O)N(C)C)nc2ccccc2c1=O	-12	-8	-8	13	-3	10	5	-6	1	-2	4
CCCCCNC(=O)c1ccc2c(=O)n(CCOC)c(=O)[nH]c2c1	0	10	1	17	-6	11	12	-20	-6	1	-2
Cn1c(=O)c2ccccc2n2c(CCl)nnc12	4	5	15	6	-3	9	-4	8	6	-6	-13
Cc1cccc(N(Cc2ccccc2)C(=O)c2cc(S(=O)(=O)N3CCOCC3)ccc2F)c1	-1	20	1	20	4	6	10	-6	16	46	-1
O=C(O)CCC(=NNC(=O)c1cccc(S(=O)(=O)N2CCCCC2)c1)c1ccccc1	-16	-11	13	-10	2	-1	1	17	1	-18	-7
COCC(O)CSc1c([N+](=O)[O-])nc(C)n1Cc1ccc(OC)c([N+](=O)[O-])c1 (stereo unspecified)	14	1	-7	5	1	15	1	-8	5	11	-9
Cc1ccc(NC(=O)c2cc(S(=O)(=O)N3CCOCC3)cn2C)cc1F	14	11	32	7	2	-14	30	10	2	0	-4
Cc1cccc(Nc2c([N+](=O)[O-])ccc3nonc23)c1C	-27	-1	4	-1	0	-12	-12	-7	-16	0	5
COc1ccc(NC(=O)c2ccccn2)cc1S(=O)(=O)N1CCOCC1	-2	-2	13	20	4	-3	-12	2	9	-23	-2
O=C(CCn1ccc2cc(S(=O)(=O)N3CCCC3)ccc21)NCc1ccccc1F	-6	1	-6	-8	4	17	18	-9	-2	4	-12
Cc1ccc(S(=O)(=O)N2CCN(C(=O)C(C)Cn3cncn3)CC2)cc1C (stereo unspecified)	-18	-14	-2	6	-3	-14	5	-4	-6	-1	-12
COc1cccc(C(C(=O)NC(C)(C)C)N(Cc2ccc(F)cc2)C(=O)CCC(=O)Nc2cc(C)on2)c1OC (stereo unspecified)	-20	1	28	-6	10	-2	-7	2	6	-7	7
CCCCCCC(C)n1cc(C(C)=O)c(=O)n(C)c1=O (stereo unspecified)	-18	1	3	13	6	3	-5	3	7	13	7
Cn1c(SCC(=O)NCc2cccs2)nnc1-c1ccncc1	-12	9	4	-19	-3	1	-4	5	4	-13	15
O=C(COC(=O)c1cc(S(=O)(=O)N2CCOCC2)ccc1Cl)Nc1ccc(Cl)cn1	-1	-13	-1	-7	-5	-13	1	7	1	-21	-2
O=S(=O)(NCCc1ccccc1)c1ccc(Cl)nc1	9	-10	3	3	-1	-1	0	7	10	15	-9
COc1ccc(CC(=O)OCC(=O)N2CCCc3ccccc32)cc1OC	-16	-4	6	-22	9	-20	-3	2	-2	-4	5
O=C(COc1ccccc1F)Nc1ccc2c(c1)OCCO2	-101	24	45	-50	2	-109	3	3	-42	-99	-5
CCOc1ccc(-n2c(N)c(C(=O)NCc3ccco3)c3nc4ccccc4nc32)cc1	-4	-6	33	-6	6	-8	6	-2	·	4	13
Cc1nnc(C)n1/N=C/c1ccccc1	2	-10	0	9	-37	4	1	-3	-10	8	-17
CCN(CC)S(=O)(=O)N1CCC(C(=O)NCc2ccc3c(c2)OCO3)CC1	0	-2	4	-11	-6	12	-4	-5	-3	4	3
COc1cccc(-n2c(SCc3c(C)noc3C)nnc2-c2cccc(S(=O)(=O)N(C)C)c2)c1	-15	-11	-42	-4	0	2	5	-18	-18	9	-8
CCC(Sc1nc2ccsc2c(=O)n1Cc1ccc(C(=O)O)cc1)C(=O)Nc1ccc(C)c(Cl)c1 (stereo unspecified)	0	-9	12	8	-4	3	0	-1	11	5	5
Cc1ccc(-c2cc(C(=O)N3CCOCC3)c3ccccc3n2)o1	-9	24	28	-29	6	7	-7	6	-13	-18	12

(further entries)
SMILES	SRC1 inh	C8 TRAIL sens	TWEAK Fn14 block	NCOA3 inh	LMP1 NFkB inh	LRH-1 inv ag	CF NFkB block	KKLEB tox	COUP-TFII inh	Shn3 inh set2	TROY signal inh
COc1ccc(Cl)cc1S(=O)(=O)N(C)CC(=O)N1CCCC1	6	-7	3	-1	8	5	12	-12	2	4	13
Cc1ccc(NC(=O)CN2C(=O)N/C(=C/c3ccc(C)o3)C2=O)cc1	3	-13	19	-2	-6	-10	9	-5	5	14	-3
CCCCN(C(=O)C1CC(=O)N(Cc2ccc(C)cc2)C1)c1c(N)n(CC(C)C)c(=O)[nH]c1=O (stereo unspecified)	11	1	-8	-6	-8	12	3	13	9	-3	4
CCOC(=O)C1CCN(C(=O)CN(c2ccc(OC)cc2)S(=O)(=O)c2c(C)noc2C)CC1	-10	-8	-11	-6	6	0	12	-1	17	-3	-9
COCCNC(=O)C(c1ccncc1)N(C(=O)c1sc(C)nc1C)c1cccc(C)c1 (stereo unspecified)	-2	-7	4	9	2	-8	-8	4	-9	-13	-12
COc1ccc(/C=N/n2c(SC)nnc(C(C)(C)C)c2=O)cc1OC	-8	12	7	4	3	-21	6	6	10	-10	17
COc1ccc(C(=O)CCN2CCN(c3ccccc3F)CC2)cc1	3	-8	-3	1	5	9	-11	8	0	-2	0
COC(=O)c1c(C)oc2ccc(N(C(=O)c3ccncc3)S(=O)(=O)c3ccccc3)cc12	-25	-5	29	0	11	0	10	7	32	69	49
O=C1CSc2cc(Cl)ccc2N1	-16	-8	7	-31	1	2	-4	6	7	7	7
COc1ccc(N(CC(=O)NC2CCCCC2)C(=O)c2ccc(C)s2)c(OC)c1	2	12	-10	11	-3	24	3	-2	5	9	-14
CC(=O)NCCNC(=O)[C@H](Cc1ccccc1)NC(=O)c1cccs1	-2	5	1	3	7	-55	-6	4	-11	-42	1
Cc1cc2oc(C(=O)Nc3ccc(S(=O)(=O)Nc4ncccn4)cc3)c(C)c2cc1Cl	-22	6	-1	18	·	-2	-12	0	25	14	19
Fc1ccc(CSc2ncnc3sc4c(c23)CCCC4)cc1	-4	2	-7	-15	1	16	15	-2	-2	25	6
O=C(Nc1ccccc1Cl)C1CC(=O)N(c2ccccc2)C1 (stereo unspecified)	-3	-11	10	-7	-3	-5	-21	7	8	-1	-23
COc1ccc(/C=C(/NC(=O)c2ccccc2)C(=O)N2CCCCC2)cc1OC	3	8	-37	6	13	-7	10	-7	-2	-11	0
CCc1ccccc1NC(=O)CNC(=O)CSC(=S)N1CCCC1	0	2	-13	10	2	-1	-16	14	23	-14	-19
